Source: PubChem BioAssay (National Center for Advancing Translational Sciences (NCATS))
GCN5L2 inh: GCN5L2 (KAT2A) acetyltransferase inhibition; Q92830; GCN5L2 HAT assay, ThioGlo1 CoA-SH fluorescence; Potency, µM (titrated, usually from 58.9 µM), inactives show at the highest dose activity change, negative = inhibition, usual class: inhibitors; 0.21% of 390,000 active
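Free CoA generated was detected with ThioGlo1 (50uM) fluorescence at Ex340nm/Em540nm, read immediately and after 20 min at room temperature. Enzyme, 20 nM in HEPES pH 7.5 buffer, saw compounds 15 min before adding 75uM H3(1-25) peptide and 70uM acetyl-CoA.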
TDP1 cell CPT: growth inhibition of DT40 Tdp1-/-;hTDP1 cells with camptothecin (screen for TDP1 inhibitors); Potency, µM (doses to about 46.2 µM), without a hit: at the top dose activity change, negative = growth inhibition, usual class: inhibitors; chicken DT40 Tdp1-/-;hTDP1 cells + 20 nM CPT, ATP luminescence, 48 h; 12% of 420,000 active; further: nearly all actives have a fitted effect of over 55% in size
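Cell growth measured by CellTiter-Glo luminescence after a minimum 48 h, 37 C compound exposure with 20 nM CPT in Tdp1-knockout DT40 cells stably expressing hTDP1, seeded 400/well; qHTS titration format.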
FEN1 inhibitor: blocks human flap endonuclease 1; 0.35% of 390,000 active; P39748; Recombinant FEN1 flap cleavage, fluorescence, 15 min; AID 588795; Potency, µM (highest dose often 114 µM), for inactives: at the top dose activity change, negative = inhibition, hits mostly inhibitors; further: nearly all actives have a fitted effect of over 65% in size
Target sequence (P39748 whole entry, looked up): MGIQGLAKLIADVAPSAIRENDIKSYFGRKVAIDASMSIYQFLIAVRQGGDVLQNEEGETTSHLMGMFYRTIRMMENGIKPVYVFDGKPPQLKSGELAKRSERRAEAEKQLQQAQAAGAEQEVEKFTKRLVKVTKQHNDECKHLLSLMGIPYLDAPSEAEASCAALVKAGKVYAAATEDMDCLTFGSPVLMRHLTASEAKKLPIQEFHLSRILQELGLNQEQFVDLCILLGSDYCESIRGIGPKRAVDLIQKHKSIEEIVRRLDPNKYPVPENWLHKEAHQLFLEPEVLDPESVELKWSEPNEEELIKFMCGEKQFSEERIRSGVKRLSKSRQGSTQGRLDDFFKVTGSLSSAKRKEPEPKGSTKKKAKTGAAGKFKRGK
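FEN1 at 10 nM preincubated with compounds 15 min at room temperature, then flap DNA substrate added at 50 nM final. Signal read at 0 and 15 min; concentration-response fitted with four-parameter Hill equation.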
Numbers without * were called inactive; ? = inconclusive; . = not tested or not shown; & = joins results of further samples; ! = not active in a repeat. The call rests on the fitted dose curve; in most records, active means well fitted curve in the direction sought with a large enough effect; inconclusive means small, poorly fitted or top-dose-only effect, or another doubt; inactive means no such curve, though single readings can be large; an effect the other way counts as inactive or inconclusive. On the % scale 0 is the no-effect control and ±100 the full control effect; potency means the concentration at half of the fitted maximal effect. These rows are one share of the data, so the mix of outcomes need not match the whole.

No.	compound	GCN5L2 inh	TDP1 cell CPT	FEN1 inhibitor
1	O=C(NCC(c1cccs1)N1CCOCC1)c1ccccc1NS(=O)(=O)c1ccc(Cl)c([N+](=O)[O-])c1 (configuration not stated)	-19%	?	-1%
2	COc1ccc2c(c1)c(CC(=O)Nc1cc(C)c(OC)c(C)c1)c(C)n2C(=O)c1ccc(Cl)cc1	1%	?	-7%
3	CCc1cccc(C)c1NC(=O)CSc1nc(C)cc(C)c1C(=O)Nc1ccccc1	-1%	?	-11%
4	Cc1cc2c(cc1S(=O)(=O)NCc1ccccc1)OCC(=O)N2	25µM*!	5%&-20%	2%&-2%
5	O=C(O)CC1C(=O)NCCN1Cc1ccc(F)c(F)c1 (configuration not stated)	0%	16%	-14%
6	COc1cc(/C=N/N2C(=O)c3ccccc3C2=O)ccc1O	-1%	3%	-4%
7	Cc1ccc2sc(N(CCN(C)C)C(=O)c3ccc4ccccc4c3)nc2c1C	2%	?	5%
8	Cc1cc(NC(=O)CSc2nnc(C3COc4ccccc4O3)n2N)no1 (configuration not stated)	-11%	?	2%
9	Cc1cc(C)cc(SCc2noc(C(=O)NCc3ccccc3)c2C(=O)NCc2ccccc2)c1	17%	?	-9%
10	CC(C)c1ccc(C2NC(=S)NC3=C2C(=O)CC(C)(C)C3)cc1 (configuration not stated)	1%	8%	-8%
11	O=C(COC(=O)Cn1cnc2ccccc21)Nc1cc2c(cc1Cl)C(=O)c1ccccc1C2=O	1%	21µM*	-17%
12	CCc1ccc2occ(CC(=O)N(Cc3ccc(N(C)C)cc3)C3CCS(=O)(=O)C3)c2c1 (configuration not stated)	-2%	?	6%
13	CCOC(=O)CC(=O)CSc1ncnc2c1nnn2-c1ccccc1	3%	6%	16%
14	COc1ccc(-c2noc(CCCc3ccccc3)n2)cc1OC	-3%	-11%	-9%
15	CCN(C(=O)CSc1nc2ccccc2nc1Cc1ccccc1OC)c1ccccc1	-3%	-24%	-2%
16	CC(=O)Nc1ccc(NC(=O)CSC2=NS(=O)(=O)c3cc(F)ccc3N2)cc1	-25%	-13%	15%
17	C=CCN1C=C2C(=O)C(C)(OC(=O)c3ccc(OC)cc3)C(=O)C(c3ccco3)=C2C=C1CCCC (configuration not stated)	-7%	13µM*	-2%
18	O=C(OCc1cn(Cc2ccccc2)nn1)c1ccccc1	?	-3%	5%
19	Cc1c(Cl)c([N+](=O)[O-])nn1CC(=O)NC1CCCCC1	?	-3%	0%
20	O=C1C2CCCCN2C(=O)N1CCCN1CCN(c2ccc(F)cc2)CC1 (configuration not stated)	-15%	-22%	-3%

Profiles as entered above. Screens in order: GCN5L2 inh | TDP1 cell CPT | FEN1 inhibitor
`COc1ccc(-c2noc(CCCc3ccccc3)n2)cc1OC` is listed with -3% | -11% | -9%
`CCc1cccc(C)c1NC(=O)CSc1nc(C)cc(C)c1C(=O)Nc1ccccc1` is listed with -1% | ? | -11%

Next section:
No.	compound	GCN5L2 inh	TDP1 cell CPT	FEN1 inhibitor
21	C=CCn1c2ccccc2c2nn(C)c(=S)nc21	4%	0%	-6%
22	O=C(N/N=C/c1ccncc1)c1cc([N+](=O)[O-])cc([N+](=O)[O-])c1	26%	-9%	1%
23	COc1ccc(N2CCN(C(=O)C(CCSC)N=C3NS(=O)(=O)c4ccccc43)CC2)cc1 (configuration not stated)	-4%	-8%	-10%
24	CCOC(=O)c1ccc(S(=O)(=O)N2CCC(C(=O)OCC)CC2)cc1	-2%	-3%	-10%
25	CC(=O)Nc1cccc(/C(C)=N/NC(=O)c2ccc(NS(=O)(=O)c3cccs3)cc2)c1	0%	1%	3%
26	CCCc1cc(=O)oc2cc(C)cc(OCC(=O)Nc3ccc(S(N)(=O)=O)cc3)c12	-6%	-16%	19%
27	COc1ccccc1CN(C)C(=O)c1cnc(C)cn1	-15%	6%	-3%
28	CC(C)(C)C(=O)OCc1nc(-c2ccc(F)cc2)cs1	0%	-3%	17%
29	Cc1cc(SCc2ccccc2Cl)nc(=O)[nH]1	?	7%	18%
30	COc1ccc(/C(C)=N\NS(C)(=O)=O)c(OC)c1	-8%	-29%	9%
31	Clc1cccc(Cl)c1CNC1CCCC1	-5%	1%	6%
32	CSc1nc(N2CCN(c3ccccc3)CC2)cc(N2CCN(c3ccccc3)CC2)n1	3%	-1%	-4%
33	Cc1cccc(-c2oc(C)c(C)[n+]2[O-])c1	-3%	-20%	2%
34	O=C(Nc1cccc2cccnc12)c1cccc2ccccc12	?	?	-2%&6%
35	CC(C)[C@H](NC(=O)N1CCn2c1nc1ccccc12)C(=O)NC1CC1	-4%	4%	-15%
36	CCOc1ccc(NC(=S)N2CCC(NC(=O)C3CCCCC3)CC2)cc1	0%	7%	0%
37	CCOC(=O)CN1CC23C=CC(O2)C(C(=O)NCc2ccc(C)cc2)C3C1=O (configuration not stated)	-2%	6%	0%
38	Cc1ccccc1C(=O)N1CCC(C(=O)Nc2sccc2C(N)=O)CC1	-1%	-8%	14%
39	COc1ccc(OC)c(NC(=O)CSc2c3c(nc4ccccc24)CCCC3)c1	-11%	?	-2%
40	COc1ccc(CNC(=O)c2ccc(Cl)c(NC3=NC4CS(=O)(=O)CC4S3)c2)cc1 (configuration not stated)	-6%	3%	14%

An excerpt from above in order of count of non-hydrogen atoms, rising.
No.	compound	GCN5L2 inh	TDP1 cell CPT	FEN1 inhibitor
33	Cc1cccc(-c2oc(C)c(C)[n+]2[O-])c1	-3%	-20%	2%
29	Cc1cc(SCc2ccccc2Cl)nc(=O)[nH]1	?	7%	18%
21	C=CCn1c2ccccc2c2nn(C)c(=S)nc21	4%	0%	-6%
28	CC(C)(C)C(=O)OCc1nc(-c2ccc(F)cc2)cs1	0%	-3%	17%
6	COc1cc(/C=N/N2C(=O)c3ccccc3C2=O)ccc1O	-1%	3%	-4%
4	Cc1cc2c(cc1S(=O)(=O)NCc1ccccc1)OCC(=O)N2	25µM*!	5%&-20%	2%&-2%
14	COc1ccc(-c2noc(CCCc3ccccc3)n2)cc1OC	-3%	-11%	-9%
13	CCOC(=O)CC(=O)CSc1ncnc2c1nnn2-c1ccccc1	3%	6%	16%
38	Cc1ccccc1C(=O)N1CCC(C(=O)Nc2sccc2C(N)=O)CC1	-1%	-8%	14%
20	O=C1C2CCCCN2C(=O)N1CCCN1CCN(c2ccc(F)cc2)CC1 (configuration not stated)	-15%	-22%	-3%
37	CCOC(=O)CN1CC23C=CC(O2)C(C(=O)NCc2ccc(C)cc2)C3C1=O (configuration not stated)	-2%	6%	0%
7	Cc1ccc2sc(N(CCN(C)C)C(=O)c3ccc4ccccc4c3)nc2c1C	2%	?	5%
40	COc1ccc(CNC(=O)c2ccc(Cl)c(NC3=NC4CS(=O)(=O)CC4S3)c2)cc1 (configuration not stated)	-6%	3%	14%
3	CCc1cccc(C)c1NC(=O)CSc1nc(C)cc(C)c1C(=O)Nc1ccccc1	-1%	?	-11%
32	CSc1nc(N2CCN(c3ccccc3)CC2)cc(N2CCN(c3ccccc3)CC2)n1	3%	-1%	-4%
23	COc1ccc(N2CCN(C(=O)C(CCSC)N=C3NS(=O)(=O)c4ccccc43)CC2)cc1 (configuration not stated)	-4%	-8%	-10%
11	O=C(COC(=O)Cn1cnc2ccccc21)Nc1cc2c(cc1Cl)C(=O)c1ccccc1C2=O	1%	21µM*	-17%
9	Cc1cc(C)cc(SCc2noc(C(=O)NCc3ccccc3)c2C(=O)NCc2ccccc2)c1	17%	?	-9%
17	C=CCN1C=C2C(=O)C(C)(OC(=O)c3ccc(OC)cc3)C(=O)C(c3ccco3)=C2C=C1CCCC (configuration not stated)	-7%	13µM*	-2%

Further compounds follow.
No.	compound	GCN5L2 inh	TDP1 cell CPT	FEN1 inhibitor
41	Cc1ccc(C(=O)Nc2ccc(Cl)cn2)cc1	1%	7.3µM*	-3%
42	CCc1ccc(NC(=O)Nc2c(C)n(C)n(-c3ccccc3)c2=O)cc1	-10%	0%	-4%
43	CCc1ccc(NC(=O)c2cc3c([nH]c2=O)CC(C)(C)CC3=O)cc1	3%	1%	-15%
44	CC(=O)Oc1cccc(C(=O)Nc2ccc3c(c2)C(=O)N(CC2CCCO2)C3=O)c1 (configuration not stated)	-5%	5%	0%
45	Cc1cccc(N=C2NN=C(c3c(C)[nH]c4ccccc34)CS2)c1	-2%	?	-4%
46	CCOC(=O)Cn1c(=N)n(Cc2ccccc2)c2ccccc21	1%	-6%	1%
47	Cc1ccc2nc(SCC(=O)Nc3cccc(S(N)(=O)=O)c3)[nH]c2c1	7%	10%	-12%
48	O=C(NCc1cccs1)C1CCC(CNS(=O)(=O)c2ccc(Br)s2)CC1 (configuration not stated)	-1%	-20%	7%
49	Cc1cc(C)c2nc(N3CCCC(C(=O)NCc4ccccc4F)C3)sc2c1 (configuration not stated)	2%	?	7%
50	CCOC(=O)c1ccc(S(=O)(=O)N2CCN(C3CCCC3)CC2)cc1	2%	?	-5%
51	CC(C)(C)NCc1cc(Cl)ccc1OCc1ccccc1F	-2%	-40%	-5%
52	CC1(C(=O)NCC2CC2)C=CC2(CCCCC2)N1C(=O)c1ccccc1 (configuration not stated)	?	-13%	-1%
53	COc1ccc(/C=N/OCC(=O)NCC(C)C)c(OC)c1	-1%	6%	2%
54	CCOc1ccccc1NC(=O)CSc1nc2c(oc3ccccc32)c(=O)n1-c1ccc(C)c(C)c1	-3%	?	3%
55	Cc1ccc2c(c1)sc(=NC(=O)c1cccs1)n2C	-7%	?	0%
56	CN1CCN(C(=O)c2cc3c(=O)n4ccccc4nc3s2)CC1	-22%	15%	12%
57	O=C(Nc1ccc(S(=O)(=O)N2CCOCC2)cc1)C1CCN(S(=O)(=O)c2ccc(F)cc2)CC1	3%	?	-1%
58	CCOC(=O)c1cnc2ccccc2c1Nc1ccc(N2CCOCC2)cc1	0%	?	?
59	COc1ccc(-n2nc3ccc(NC(=O)c4cc5ccccc5o4)cc3n2)cc1Cl	-18%	?	-1%
60	CCN(CC)C(=O)c1cc2sc3ccccc3c2s1	-8%	?	-2%

Following part.
No.	compound	GCN5L2 inh	TDP1 cell CPT	FEN1 inhibitor
61	O=C(/C=C/c1ccccc1[N+](=O)[O-])N1CCN(c2ccc(F)cc2)CC1	-3%	-19%	-20%
62	O=C(O)CSc1c2c(nc3cc(C(=O)Nc4cccc(C(F)(F)F)c4)ccc13)CCCC2	-1%	-7%	-3%
63	CCOC(=O)C1=C(C)SC2=NS(=O)(=O)CCN21	-12%	-6%	-1%
64	O=C(CSc1nncs1)NC(=O)NCc1ccccc1	-4%	-19%	7%
65	COc1cc2c(cc1OC)C(c1ccccc1)N(C(=O)CCl)CC2 (configuration not stated)	-16%	3.3µM*	2%
66	CC(CC(=O)NC1CCCCC1)S(=O)(=O)c1ccc2c(c1)NC(=O)CO2 (configuration not stated)	1%	-10%	9%
67	CC(=O)Oc1ccccc1C(=O)NC(C)CCc1ccccc1 (configuration not stated)	-20%	-19%	2%
68	Cc1ccc(C(=O)c2oc3ccc(Cl)cc3c2NC(=O)CN2CCN(C)CC2)cc1	0%	?	?
69	c1cncc(-c2nc(N3CCNCC3)c3ccccc3n2)c1	-5%	?	.
70	CCc1ccc(NC(=S)N2CCN(C)CC2)cc1	-8%	0%	-3%
71	NS(=O)(=O)c1ccc(CCNC(=O)COC(=O)CCN2C(=O)C3CC=CCC3C2=O)cc1 (configuration not stated)	-9%	-15%	0%
72	CCOc1cc(C2C(C(=O)c3ccccc3)=C(C(=O)OC)Nc3nnnn32)ccc1O (configuration not stated)	-7%	2%	0%
73	CC(=O)Nc1c2c(nn1-c1ccc(C)cc1)CS(=O)(=O)C2	-8%	5%	-1%
74	Cc1nc(Nc2ccc3c(c2)OCCO3)c2c(C)c(C)sc2n1	-17%	?	-15%
75	COC(=O)Cc1ccc(NC(=O)c2cccs2)cc1	0%	-12%	3%
76	COc1ccccc1C(=O)Nc1ccc(S(=O)(=O)Nc2onc(C)c2C)cc1	-5%	-2%	-4%
